RPL19A-GFP yeast = RPL19A-GFP expression modulators in yeast, primary screen, cell-based, S. cerevisiae, multiplex flow cytometry, MLPCN | S. cerevisiae RPL19A-GFP strain, 3 h; hits give low values | percent response vs DMSO, % at 10 µM | actives 0.3% (n = 330,000);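 active = percent response vs DMSO below 50%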;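 also: median channel GFP fluorescence of the barcoded RPL19A-GFP strain; ratio of sample median GFP to plate DMSO average so 100% = DMSO; lower means less RPL19A-GFP as with rapamycin TOR inhibition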
MEP2 TOR yeast = modulators of MEP2-GFP levels in yeast, primary screen, S. cerevisiae, multiplex flow cytometry, MLPCN library; S. cerevisiae MEP2-GFP strain, 3 h; 100% = DMSO control level; GFP response vs DMSO, % at 10 µM; AID 2016, 2009; actives 0.51% (n = 330,000);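 active = GFP response versus DMSO above a set limit, roughly screen mean plus 3 SD, cut at about 180% in these data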;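 also: median GFP fluorescence of the barcode-gated MEP2-GFP cells per well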
proCasp7 act = procaspase-7 activators, primary screen, counter-screen for procaspase-3 activator project, biochemical, absorbance, HTS, human; Caspase-7 (Homo sapiens), P55210; actives 0.093% (n = 330,000); recombinant procaspase-7, Ac-DEVD-pNA absorbance 405 nm; D23A/D198A/D206A triple mutant, cannot self-cleave; scale: DMSO 0, 5 µM enzyme 100; activation, % at 8.5 µM;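 active = percent activation above the screen-wide mean plus 3 SD, cut at about 25% in these data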
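Assay system: Uncleavable procaspase-7 mutant enzyme / Input: 2 µM procaspase-7 mutant as dispensed / Dosing: single nominal 8.5 µM compound dose, 0.8% DMSO final / Timing: 1 h enzyme–compound preincubation and 2 h substrate reaction, both 25 °C / Detection: p-Nitroaniline absorbance at 405 nm, read at 0 and 120 min / Replication: singlicate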
EBNA-1 inhibitor = EBNA-1 DNA-binding inhibitors, primary screen, biochemical, fluorescence polarization; actives 0.34% (n = 300,000); inhibition, % at 14.8 µM; AID 1950, 2009; in the data active = inhibition above about 28%
procasp3 activ = activators of human procaspase-3 D3A mutant, primary screen, biochemical, absorbance, PC-3 D3A mutant, single concentration | Caspase-3 (Homo sapiens), P42574 | recombinant procaspase-3 D3A, Ac-DEVD-pNA absorbance 405 nm | activation, % at 8.5 µM | actives 0.11% (n = 330,000);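 active = activation above the mean of all tested compounds plus 3 SD, cut at about 21% in these data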;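 also: 0% = DMSO alone and 100% = DMSO wells spiked with extra 5 µM PC-3 D3A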
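Test system: Procaspase-3 D3A mutant, all three cleavage aspartates alanine | Dosing: Single dose, 8.5 µM nominal compound, 0.8% DMSO | Schedule: 1 h preincubation, 2 h reaction | Technique: 405 nm absorbance of p-nitroaniline, reads at 0 and 120 min | Repeats: One well per compound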
AHR activator = AHR activators, primary screen, cell-based, luminescence, luciferase reporter, human; Aryl hydrocarbon receptor (Homo sapiens), P35869; AHR-responsive luciferase reporter cells; activation, % at 5 µM; actives 2.5% (n = 320,000); in the data active = activation above about 47%;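 also: 0% = vehicle wells and 100% = reference agonist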
LAP4 TOR yeast = modulators of LAP4-GFP expression in yeast, primary screen, S. cerevisiae, multiplex flow cytometry, MLPCN library | 3 h; median GFP as percent of DMSO wells | GFP response vs DMSO, % at 10 µM | actives 0.34% (n = 320,000) | AID 2023, 2009;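 active = GFP response vs DMSO above a set limit, about the screen mean plus 3 SD, cut at about 150% in these data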
ZTA counter = counter-screen for EBNA-1 inhibitors: inhibitors of Epstein-Barr virus ZTA; actives 0.15% (n = 320,000); P03206; ZTA-DNA binding, fluorescence polarization; inhibition, % at 11 µM; AID 2234; in the data active = inhibition above about 33%
The depositor's hits bear a star; x = no result given; [ ] = dose if it differs, or a comment.

SMILES	RPL19A-GFP yeast	MEP2 TOR yeast	proCasp7 act	EBNA-1 inhibitor	procasp3 activ	AHR activator	LAP4 TOR yeast	ZTA counter
Clc1cccc2c1Sc1ccccc1CC2N1CCNCC1 (stereo not given)	102	103	3	-6	7	-1	94	-5
N#C/C(=C1\CCCN1)c1nc2ccccc2c(=O)[nH]1	94	102	2	-8	-7	15	94	-3
COc1ccccc1NC(=O)COC(=O)C1CC2CCCC(C1)C2=O (stereo not given)	99	106	9	x	-11	1	100	x
COc1ccc(-c2c(C#N)c(SCC(=O)Nc3ccccc3)nc3c2CCCC3)cc1	91	95	0	4	-1	1	90	8
CC(=O)N1CCc2cc(S(=O)(=O)CCC(=O)N3CCC(C)CC3)ccc21	106	105	2	-8	2	0	97	7
Cc1cc(NC(=O)CCC(=O)N(Cc2ccco2)C(C(=O)NC2CCCC2)c2ccc(F)cc2)no1 (stereo not given)	102	104	-6	-16	-5	1	94	4
Nn1c(SCc2ccc(F)cc2)nnc1-c1ccccn1	103	102	1	1	2	-2	102	-14
CN(C)S(=O)(=O)c1cccc(C(=O)Nc2cc(Cl)ccc2O)c1	90	90	-3	-11	4	84*	93	2
CCCCOc1ccc(CNC(=O)NS(=O)(=O)c2ccc(OCC(C)C)cc2)cc1	98	101	6	3	-2	-1	101	-20
Cc1cc(C(=O)NNC(=O)/C=C/c2ccccc2Cl)c(C)o1	101[may fluoresce green]	105[may fluoresce green]	6	-3	1	-5	92[may fluoresce green]	4
Cc1ccc(S(=O)(=O)N(C)C)cc1NC(=O)c1ccc(OC(F)(F)F)cc1	107	102	1	-16	7	1	100	-16
O=C(Nc1cccc(C(=O)N2CCN(c3ccc(F)cc3)CC2)c1)c1ccccc1	102	96	-2	-6	-5	4	93	-11
CCc1nc2ccc(C(=O)O)cc2nc1CC	x	x	4	12	-5	-6	x	3
CC(C)n1cnc2c(N(C)c3ccccc3)nc(N(CCN(C)C)Cc3ccccc3)nc21	88	88	4	2	9	3	120	1
O=C(CSc1nc2c(cnn2-c2ccccc2)c(=O)[nH]1)N1N=C(c2cccs2)CC1c1ccc(F)cc1 (stereo not given)	100	95	6	3	5	4	97	1
CCOc1ccc(N(CC(=O)OC)S(=O)(=O)c2c(C)noc2C)cc1	97	104	-6	-9	15	-1	110	-4
CCOC(=O)N1CCN(C(=O)COC(=O)c2ccc(N(C)C)cc2)CC1	95	95	8	x	11	1	91	x
Cc1nn(C)cc1C(=O)NNC(=S)Nc1ccccc1	103	107	10	-2	5	3	102	-4
O=c1c2ccccc2c(=O)n(Cc2ccccc2)n1Cc1ccccc1	98	102	1	9	-3	0	86	-10
CCOC(=O)C1(S(=O)(=O)c2ccc(Cl)cc2)CCN(Cc2ccc(C)cc2)CC1	93	91	-12	-5	-4	3	82	7
CCN(CC)CCN(Cc1cc2cc(C)ccc2[nH]c1=O)C(=S)NCc1ccco1	100	102	7	-16	13	21	100	-4
Cc1ccc(-c2csc(Nc3ccc(C(=O)O)cc3)[n+]2Cc2ccccc2)cc1	93	114	1	-17	-2	3	105	-8
COc1ccc(NC(=O)CN(C)C(=O)c2ccc(OCc3ccccc3)c(OC)c2)cc1	99	98	0	0	1	4	102	7
COc1ccccc1CNS(=O)(=O)c1ccc(-n2cnnn2)c(C)c1	96	110	-7	12	-2	2	97	1
COC(=O)c1ccc(OCCCCN(C)Cc2ccccc2)cc1	104	107	6	-1	5	9	88	13
COc1cccc2cc(C(=O)C3=C(O)C(=O)N(CCN4CCOCC4)C3c3ccc(C)o3)oc12 (stereo not given)	104	103	-71	-8	-29	4	97	-13
N#C/C(=C(\O)c1ccco1)c1ccccn1	99	104	-1	0	4	-5	100	17
O=[N+]([O-])c1ccc(/C=N/Nc2nc(N3CCCCC3)nc(N3CCCCC3)n2)o1	96	99	4	0	0	6	119	2
Cc1cccc(C)c1N=Cc1c(O)n(-c2nccs2)c(=O)c2ccccc12	100	101	6	9	3	24	93	-11
CCOC(=O)c1cc(NC(=O)CC(C)(C)CC(=O)O)ccc1N1CCCCC1	99	101	10	6	1	-1	94	-6
CCOc1c(O)ccc(/C=C2\SC(=S)NC2=O)c1[N+](=O)[O-]	101	95	-23	2	-10	1	100	-1
COc1ccc(-c2cc3c(=O)n(CC(=O)N4CCCCC4)ncn3n2)cc1	88	90	11	2	9	-1	92	-1
COc1cc(NC(=O)C2CC(=O)N(CCc3ccc(F)cc3)C2)cc(OC)c1OC (stereo not given)	105	107	5	3	-9	1	86	15
CCOc1ccc(S(=O)(=O)NCCC(=O)N2CCN(c3ccccc3O)CC2)cc1	102	105	6	-1	0	-2	109	3
Cc1ccc(NC(=O)CSc2nnc(-c3ccccc3C)o2)cc1C	97	103	-2	4	2	-1	84	-13
COc1ccc(NC(=O)CSc2nc3[nH]ncc3c(=O)n2-c2ccccc2C)cc1OC	102	104	-4	-10	-3	0	96	-26
Cc1nc(C)c(N)c(=O)[nH]1	100	101	15	8	-1	-1	106	2
Cc1nnc2sc(SCC(=O)N3CCC(C)CC3)nn2c1=O	100	106	0	11	1	9	104	-6
COc1cccc(N2CCN(C3CCCC(C)C3)CC2)c1 (stereo not given)	x	99	4	-6	2	-2	96	-1
Cc1ccccc1N1CCN(Cc2cc3c(cc2[N+](=O)[O-])OCO3)CC1	100	104	-15	-11	-6	1	90	-10
COc1ccc(C(=O)NN2CCOCC2)cc1	107	100	16	6	0	0	71	3
CCn1c(C2CC(=O)N(c3cc(C)cc(C)c3)C2)nc2ccccc21 (stereo not given)	93	98	-3	-6	5	25	104	5
Cc1ccc2c(c1)[C@@H](O)C[C@@H](C)N2N=O	94	104	-3	11	2	2	91	8
COc1ccc(NC(=O)COc2ccccc2)c(OC)c1	95	98	16	5	0	1	97	-11
Cc1ccc(C#CC(C)(O)C(C)(C)C)cn1 (stereo not given)	102	106	6	-4	-1	1	91	-6
COc1cccc(CN2CC(C(=O)NCc3cccc(N4CCCC4)c3)CCC2=O)c1 (stereo not given)	98	96	-5	-4	9	3	107	16
C#CCOCCOCCOCCNc1nc(N2CCN(C(=O)[C@H](CC(N)=O)n3cc([C@@H](N)CC(N)=O)nn3)CC2)nc(N2CCN(C(=O)[C@H](CC(N)=O)n3cc([C@@H](N)CC(N)=O)nn3)CC2)n1	92	84	2	x	1	3	84	x
CCOC(=O)n1c(=O)oc2ccc(Cl)cc21	101	103	6	6	-10	5	97	-2
O=C(NC1=NCCS1)c1cc(-c2ccc(-c3ccccc3)cc2)nc2ccccc12	106	105	6	11	5	1	100	14
CC(OC(=O)CNS(=O)(=O)c1ccc(C#N)cc1)C(=O)Nc1ccc(Cl)cn1 (stereo not given)	105	119	8	-6	4	0	107	-1
Cc1ccc(CSCC2Nc3ccc(C(=O)N4CCN(c5ccc(F)cc5)CC4)cc3NC2=O)cc1 (stereo not given)	99	98	-23	-1	-5	-2	118	2
CCOC(=O)c1ccccc1NC(=O)/C=C/C(=O)O	98	99	3	5	0	0	89	-6
O=C(COC(=O)c1cccc(S(=O)(=O)N2CCOCC2)c1)Nc1nc(-c2ccccc2Cl)cs1	99	103	1	5	12	15	106	6
O=C(NCc1ccco1)C(c1ccccc1)N(C(=O)Cc1cccs1)c1ccccc1F (stereo not given)	94	117	7	8	8	1	x	-1
COc1ccc(C(=O)NCC(=O)NCC(=O)OCC(=O)c2ccc(Br)cc2)cc1	108	100	1	17	-3	0	67	-2
COc1ccc(-c2cc(C(=O)Nc3ccccc3O)c3ccccc3n2)cc1	98	101	6	1	5	-8	114	13
CCCCN(C(=O)CC1CCCC1)c1c(N)n(CCC)c(=O)[nH]c1=O	95	94	1	x	-3	0	97	-1
Cc1ccc(C(=O)OCC(=O)c2cc(C)n(CC3CCCO3)c2C)cc1 (stereo not given)	99	124	9	9	2	-3	118	12
N#CCCN(C(=O)CSc1nc(-c2ccccc2)cn1N)c1ccc(F)cc1	96	104	-7	0	8	-1	104	-20
CCC(CC)NC(=O)c1cccc(Br)c1	106	102	6	4	4	1	97	-4

Exported with two lines to a compound: 3 of the compounds above.
Below each SMILES: RPL19A-GFP yeast | MEP2 TOR yeast | proCasp7 act | EBNA-1 inhibitor | procasp3 activ | AHR activator | LAP4 TOR yeast | ZTA counter
- CCn1c(C2CC(=O)N(c3cc(C)cc(C)c3)C2)nc2ccccc21 (stereo not given)
 : 93 | 98 | -3 | -6 | 5 | 25 | 104 | 5
- Cc1ccc(C#CC(C)(O)C(C)(C)C)cn1 (stereo not given)
 : 102 | 106 | 6 | -4 | -1 | 1 | 91 | -6
- O=C(COC(=O)c1cccc(S(=O)(=O)N2CCOCC2)c1)Nc1nc(-c2ccccc2Cl)cs1
 : 99 | 103 | 1 | 5 | 12 | 15 | 106 | 6

Next part
SMILES	RPL19A-GFP yeast	MEP2 TOR yeast	proCasp7 act	EBNA-1 inhibitor	procasp3 activ	AHR activator	LAP4 TOR yeast	ZTA counter
O=C(c1cn(-c2ccccc2)nc1-c1cc2ccccc2oc1=O)N1CCOCC1	95	102	3	-5	-1	-2	98	-7
Cc1ccc(C(=O)CSc2nnc(C(C)C)n2C)cc1C	96	93	-3	-12	-7	18	100	-13
Cn1c(=O)[nH]c(=O)c2c1nc(SCc1ccccc1Cl)n2CC(N)=O	96	94	0	-2	6	-5	71	3
Cc1oc(C(N)=O)nc1-c1ccccc1	89	90	6	-4	-13	-3	99	0
COc1ccc(NC(=O)CCSc2ccc3ccccc3n2)cc1	98	92	-4	0	1	1	97	-23
O=C(CN1CCN(C(=O)c2ccccc2)CC1)Nc1ccc(Cl)cc1F	100	107	-2	11	-2	-1	110	4
O=C(Nc1cccnc1)c1cccc(-c2cc3ccccc3oc2=O)c1	100	105	-1	6	-4	30	93	4
NS(=O)(=O)c1cc(C(=O)NCC2CCCCC2)ccc1Cl	95	103	15	-7	7	2	112	-9
CCC(=O)N1CCc2cc(S(=O)(=O)N3CCCCCC3)ccc21	95	89	11	-9	4	1	77	-3
CCOc1ccc(NC(=O)C2CC(=O)N(C(C)C)C2)cc1 (stereo not given)	104	103	4	4	0	5	104	-23
Fc1ccccc1Nc1nc(NCc2ccco2)nc(N2CCOCC2)n1	99	99	0	8	9	54*	115	1
NC(=O)CSc1nnc(-c2cc(-c3cccs3)nc3ccccc23)o1	88	102	3	7	-3	2	96	0
O=C(Nc1ccccc1N1CCN(C(=O)c2ccccc2)CC1)c1ccc(Br)o1	103	108	11	3	4	9	108	-4
CN(C)C(=O)COC(=O)c1cccc(S(=O)(=O)N2CC3(C)CC2CC(C)(C)C3)c1 (stereo not given)	103	96	0	x	4	0	108	-17
NC(=O)c1cc2cc(Cl)ccc2oc1=O	97	110	7	-4	-2	-1	93	-1
NC(N)=NS(=O)(=O)c1ccc(NC(=S)NC(=O)/C=C/c2ccc(F)cc2)cc1	104	104	10	9	5	9	100	-1

A second format for some results above.
Values run as follows: RPL19A-GFP yeast, MEP2 TOR yeast, proCasp7 act, EBNA-1 inhibitor, procasp3 activ, AHR activator, LAP4 TOR yeast, ZTA counter
> O=C(CN1CCN(C(=O)c2ccccc2)CC1)Nc1ccc(Cl)cc1F
    100, 107, -2, 11, -2, -1, 110, 4
> O=C(Nc1cccnc1)c1cccc(-c2cc3ccccc3oc2=O)c1
    100, 105, -1, 6, -4, 30, 93, 4
> NS(=O)(=O)c1cc(C(=O)NCC2CCCCC2)ccc1Cl
    95, 103, 15, -7, 7, 2, 112, -9

Screening data as filed in PubChem.
